GC-B act: GC-B (human) receptor activation. P20594. HEK293-GC-B cells, CNP EC30, cGMP TR-FRET; 0% at EC30 CNP, 100% saturating CNP. activation, % at 10 µM. hit rate 0.11% among 370,000. AID 1920062;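 active = activation at 10 µM reaching about 35% in either raw or pattern-adjusted values, limit read from the data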
rCAG binder: r(CAG) repeat RNA binding. TO-PRO-1 dye displacement fluorescence. inhibition, % at 3 µM. hit rate 1.3% among 370,000;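 active = inhibition above the plate cutoff, the mean of all test compounds on that plate plus 3 SD, cut at about 35% in these data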;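 note: 0% = DMSO alone and 100% = 100 µM mitoxantrone as full dye displacement; higher means more dye released from RNA so lower well fluorescence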
MBD2 inh: MBD2-methylated oligo binding inhibition; TR-FRET, MBD2 binding to methylated oligonucleotide; inhibition, % at 4.4 µM; hit rate 0.31% among 370,000; AID 686964; in the data active = inhibition above about 13%
Target sequence (Q9UBB5 whole entry, looked up): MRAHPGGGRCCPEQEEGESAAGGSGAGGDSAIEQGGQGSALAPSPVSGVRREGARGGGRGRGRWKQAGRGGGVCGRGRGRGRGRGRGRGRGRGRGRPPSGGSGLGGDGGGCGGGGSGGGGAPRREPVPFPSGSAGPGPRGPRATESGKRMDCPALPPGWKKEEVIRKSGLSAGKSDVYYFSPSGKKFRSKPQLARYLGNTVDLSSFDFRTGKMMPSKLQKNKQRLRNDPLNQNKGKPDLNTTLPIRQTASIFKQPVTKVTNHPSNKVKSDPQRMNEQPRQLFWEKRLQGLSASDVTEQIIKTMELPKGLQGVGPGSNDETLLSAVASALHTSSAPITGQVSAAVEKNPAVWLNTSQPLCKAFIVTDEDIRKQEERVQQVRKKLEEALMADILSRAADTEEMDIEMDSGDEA
SIAE primary: inhibitors of human sialic acid acetylesterase SIAE. Q9HAT2. AID 1053197. SIAE FP-Rh probe binding, fluorescence polarization. inhibition, % at 9.66 µM. hit rate 0.69% among 370,000;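 active = inhibition above a cutoff: mean of compounds within the control limits plus 3 SD of those, cut at about 17% in these data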;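 note: 0% = plate median of compound wells and 100% = probe without SIAE protein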
Target sequence (Q9HAT2 whole entry, looked up): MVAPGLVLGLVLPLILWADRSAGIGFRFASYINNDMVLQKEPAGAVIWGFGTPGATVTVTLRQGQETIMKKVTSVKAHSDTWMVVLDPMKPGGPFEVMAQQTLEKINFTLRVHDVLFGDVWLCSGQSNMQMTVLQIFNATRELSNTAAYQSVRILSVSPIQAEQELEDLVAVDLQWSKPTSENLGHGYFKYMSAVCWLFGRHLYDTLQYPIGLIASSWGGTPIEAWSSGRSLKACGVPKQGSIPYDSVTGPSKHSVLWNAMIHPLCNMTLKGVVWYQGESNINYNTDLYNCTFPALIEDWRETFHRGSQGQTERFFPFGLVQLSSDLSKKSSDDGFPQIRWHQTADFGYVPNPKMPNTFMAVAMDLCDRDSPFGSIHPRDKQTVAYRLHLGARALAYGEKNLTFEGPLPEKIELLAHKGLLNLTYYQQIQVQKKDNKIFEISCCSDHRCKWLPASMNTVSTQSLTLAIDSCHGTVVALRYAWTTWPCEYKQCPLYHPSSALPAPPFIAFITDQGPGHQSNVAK
PRMT1 inh: blocks human protein arginine methyltransferase 1. hit rate 1.3% among 370,000. Q99873. recombinant PRMT1, activity-based probe fluorescence polarization. inhibition, % at 2.79 µM;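 active = inhibition above about 21% made by adding two undisclosed values, limit read from the data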
LEDGF integ inh: blocks HIV-1 LEDGF/p75-dependent DNA integration; TR-FRET IN-LEDGF/p75 DNA integration, Eu/Cy5; inhibition, % at 3.7 µM; hit rate 0.64% among 370,000;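 active = inhibition above the screen-wide mean plus 3 SD, cut at about 13% in these data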;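 note: signal is the Cy5 over europium emission ratio at 671 and 618 nm; 0% = plate median of compound wells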
TDP2 absorb: TDP2 (human) inhibition, absorbance primary screen. O95551. recombinant TDP2, T5PNP hydrolysis, p-nitrophenol absorbance 415 nm. inhibition, % at 12.8 µM. hit rate 0.34% among 370,000. AID 720702;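 active = inhibition above the mean of all tested compounds plus 3 SD, set per campaign, cut at about 25% in these data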;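 note: 0% = DMSO with enzyme and 100% = buffer with substrate but no TDP2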
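Assay system: Recombinant human TDP2 | Quantity: 120 nM TDP2 per well | Incubation: 2 h at 37 °C | Signal: Epi absorbance | Evaluation: Percent inhibition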
ABHD4 inh: inhibits mouse alpha/beta hydrolase domain 4; hit rate 0.54% among 370,000; AID 720543; purified mABHD4, FP-Rh probe fluorescence polarization; Q8VD66; inhibition, % at 8.92 µM;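 active = inhibition exceeding the mean over every tested compound plus 3 SD, cut at about 30% in these data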;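 note: 0% = plate median of compound wells and 100% = S159A mutant with DMSO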
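Assay system: wild-type mouse ABHD4 protein; compound: single nominal dose of 8.92 µM, 0.89% DMSO final; schedule: 45 min + 60 min at 25 °C; measured by: FP readout, ex 525 nm / em 598 nm; evaluation: % inhibition of FP-Rh probe binding versus controls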
HTRA1 inh: HTRA1 (human) protease inhibition; inhibition, % at 5.96 µM; AID 504803; hit rate 0.5% among 340,000; Q92743; recombinant HTRA1, FP-rhodamine activity-based probe, fluorescence polarization; in the data active = inhibition above about 36%;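 note: 0% = enzyme with DMSO and 100% = wells lacking enzyme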
TCR CD3 inh: inhibitors of human TCR-CD3 interaction | inhibition, % at 9.4 µM | TAMRA-labeled TCR probe fluorescence, biochemical | AID 651800 | hit rate 0.37% among 360,000; in the data active = inhibition above about 19%;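 note: recombinant mutant TCR 2C K166C tagged with TAMRA read by polarization; 0% = receptor in buffer alone and 100% = receptor with positive control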
The depositor's hits bear a star; . = no result given. These rows are one share of the data, so the mix of outcomes need not match the whole.

cpd	SMILES	GC-B act	rCAG binder	MBD2 inh	SIAE primary	PRMT1 inh	LEDGF integ inh	TDP2 absorb	ABHD4 inh	HTRA1 inh	TCR CD3 inh
1	C/C(=N\NC(=O)CC#N)C1COc2ccccc2O1 (stereo not given)	-0.2	2.3	1.1	0.4	-2.2	-1.3	10.2	-0.7	2.1	-0.9
2	Cc1sc(NC(=O)CCC(=O)O)c(C#N)c1C	2.9	1.0	-5.9	2.7	-1.2	5.3	-6.4	2.7	2.3	-4.1
3	COCCN1CCc2c(C)nc3c(-c4ccc(OC)c(OC)c4)cnn3c21	6.0	4.6	-3.4	2.7	0.5	-1.1	0.9	-1.9	7.0	-0.1
4	COc1ccc2nc(SC)c(C#N)cc2c1	-2.7	-0.1	-5.0	13.8	0.6	-0.4	9.2	-1.8	-2.8	-0.4
5	Cc1cccc(NC(=S)NCc2ccc(F)cc2)c1C	1.0	-0.1	1.8	-0.2	-2.3	-3.6	-0.9	1.9	-3.4	-3.7
6	COc1ccccc1CN1C[C@@H]2C[C@@H](C3=Cc4cccc(OC)c4OC3)N3CCC[C@@]23C1=O	0.5	-2.8	3.7	-1.9	3.2	1.6	-9.6	-4.3	-14.0	-4.1
7	Nc1[nH]c2ccccc2c1C(=O)NC1CC1	-2.2	3.6	3.4	-2.2	1.2	-3.5	-2.4	2.9	.	.
8	CC(=O)/C(=N\Nc1ccccc1)Sc1nncn1C	2.2	-1.1	-5.3	-3.6	-0.8	0.9	11.1	1.5	-2.2	8.0
9	O=C(COC(=O)Cc1ccsc1)Nc1cccc(F)c1	3.1	4.8	-1.4	3.9	-2.7	-1.2	-5.7	-0.9	-4.8	-1.3
10	CCOC(=O)CC(=O)Nc1ccc(C(=O)OCC)cc1	-4.6	-0.3	-2.3	3.3	0.2	-5.9	8.1	4.9	4.4	1.0

Limited to GC-B act, for some of the entries so far:
| # | molecule | GC-B act |
| --- | --- | --- |
| 6 | COc1ccccc1CN1C[C@@H]2C[C@@H](C3=Cc4cccc(OC)c4OC3)N3CCC[C@@]23C1=O | 0.5 |
| 7 | Nc1[nH]c2ccccc2c1C(=O)NC1CC1 | -2.2 |

Quoted at random: two records from the list
cpd	SMILES	GC-B act	rCAG binder	MBD2 inh	SIAE primary	PRMT1 inh	LEDGF integ inh	TDP2 absorb	ABHD4 inh	HTRA1 inh	TCR CD3 inh
7	Nc1[nH]c2ccccc2c1C(=O)NC1CC1	-2.2	3.6	3.4	-2.2	1.2	-3.5	-2.4	2.9	.	.
2	Cc1sc(NC(=O)CCC(=O)O)c(C#N)c1C	2.9	1.0	-5.9	2.7	-1.2	5.3	-6.4	2.7	2.3	-4.1

Next section
cpd	SMILES	GC-B act	rCAG binder	MBD2 inh	SIAE primary	PRMT1 inh	LEDGF integ inh	TDP2 absorb	ABHD4 inh	HTRA1 inh	TCR CD3 inh
11	CSc1nc(-c2ccccc2)c2cc(Cl)ccc2n1	-3.9	3.2	4.3	-2.2	5.2	-6.0	-6.8	-1.0	-1.8	-0.5
12	C=CCn1c(Cc2cccs2)nnc1SCC(=O)Nc1ccc2c(c1)OCO2	-1.0	2.5	1.9	-3.8	3.5	-2.6	0.6	1.1	.	.
13	COc1cccc(C(=O)NNC(=O)CCc2ccccc2)c1	2.0	-3.1	0.4	13.5	-3.0	6.7	3.8	0.7	-3.7	2.8
14	O=C(NC(=S)Nc1cccc(CO)c1)c1ccc(-c2ccccc2)cc1	-0.5	3.5	0.3	-8.5	0.4	3.8	13.3	-1.6	-12.5	7.4
15	CN(CC12CC3CC(CC(C3)C1)C2)C(=O)c1ccco1	4.4	-6.9	-0.6	-5.5	-1.3	3.9	2.3	-1.7	-0.4	11.6
16	O=C(COC(=O)Cc1ccc(Cl)cc1Cl)NCc1ccco1	-2.8	-0.6	0.8	-2.6	1.2	-3.2	6.7	0.2	3.6	10.4
17	O=C1N=C(N2CCN(c3ccccc3)CC2)SC1Cc1ccccc1 (stereo not given)	-3.5	2.1	0.6	-0.3	-0.1	-0.5	-4.6	1.7	2.1	-4.0
18	CC1(/[N+]([O-])=C/c2ccc(Cl)cc2Cl)CCCCC1=O (stereo not given)	2.7	-3.4	0.4	0.1	6.7	0.3	6.0	4.7	.	-7.1
19	CC(=O)Nc1ccc(C(=O)OCC(=O)NC(=O)NC(C)(C)C)cc1	0.3	-4.3	0.1	-7.6	-1.4	-2.0	6.4	3.4	6.3	0.2
20	COc1cc(OC)cc(C(=O)NC(=S)Nc2ccc3oc(=O)ccc3c2)c1	-0.2	0.3	-0.9	-1.4	5.0	-7.2	-7.7	1.2	-1.0	-4.7
21	CC1(Cc2ccc(S(C)(=O)=O)cc2)C(=O)Nc2ccc(Cl)cc21 (stereo not given)	-3.5	2.0	6.2	0.7	3.6	-3.4	2.1	-5.9	.	5.9
22	O=C(N/N=C/c1c[nH]c2ccccc12)C1CC1(c1ccccc1)c1ccccc1 (stereo not given)	0.4	15.2	-4.4	7.4	-0.1	-3.4	-5.3	-20.7	-15.0	-1.8
23	CCOc1ccc(/C=C2\SC(=S)N(CCC(=O)Nc3ccccc3C(=O)O)C2=O)cc1	-1.4	14.4	0.8	4.4	-2.3	2.5	14.0	-2.7	-9.4	-3.1
24	COC(=O)c1cccc(NC(=O)c2ccc3c(c2)C(=O)N(Cc2cccnc2)C3=O)c1	-0.7	-1.5	-6.3	0.0	-0.7	2.5	3.7	5.4	-9.4	0.2
25	COC(C/C=C/C(=O)COCc1ccccc1)OC	4.2	2.7	-1.9	4.5	3.0	2.0	5.6	7.5	4.2	2.4
26	O=C(Cn1cc(S(=O)(=O)Cc2ccc([N+](=O)[O-])cc2)c2ccccc21)N1CCOCC1	-0.8	1.4	4.9	2.7	5.5	-1.3	5.0	0.5	1.8	-7.6
27	COc1ccc(OC)c(NC(=O)C2CCC(CNc3c(N4CCC(C)CC4)c(=O)c3=O)CC2)c1 (stereo not given)	-11.8	4.1	7.4	8.9	5.9	1.2	-13.7	2.2	19.0	-5.2
28	COc1ccc(Cc2nc3ccc(C(=O)N4CCCC4)cc3o2)cc1OC	-0.2	-3.1	2.3	2.9	-2.9	-2.0	6.6	0.4	1.7	-0.2
29	O=c1/c(=C\c2cccc(O)c2)sc2nc(-c3ccccc3)c(-c3ccccc3)n12	-8.8	13.7	-3.4	-46.9	7.2	-1.5	3.0	-5.5	-3.3	-9.3
30	NS(=O)(=O)c1ccc(NC(=S)NCc2ccc(F)cc2)cc1	2.5	1.5	3.8	3.9	9.4	-1.9	-4.9	-9.1	-4.0	3.6
31	O=C(N/N=C/c1cc([N+](=O)[O-])ccc1O)c1ccncc1	-2.2	0.8	-1.1	-9.4	0.8	-2.7	-15.3	10.1	-0.5	-2.0
32	O=C(c1ccccc1)C1CCN(c2ncccc2[N+](=O)[O-])CC1	-2.6	-6.4	-0.9	-3.4	1.0	2.5	-3.2	0.2	-3.3	2.7
33	COc1ccc(-c2nc3ccc(C)cn3c2CC2CCCCC2)cc1OC	-5.5	10.0	9.0	-0.2	4.6	0.6	10.0	-0.2	.	-1.3
34	COc1ccc(NC(=O)C(CC(C)C)NC(=O)C2CCCCC2)c(OC)c1 (stereo not given)	2.1	-1.5	-0.1	0.5	-2.8	8.7	-7.3	-0.7	10.1	-1.2
35	CC(C)OC(=O)C[N+](C)(C)CCN1C(=O)C2C(c3ccccc3)C=CC(c3ccccc3)C2C1=O (stereo not given)	4.9	-0.1	-1.1	0.0	-1.0	-3.7	-4.0	5.0	6.1	-2.2
36	CCOC(=O)C(CC)(CC)/C(C)=N/NC(=O)CC#N	6.6	-4.7	-0.6	-3.6	1.8	-1.6	5.8	7.1	-7.6	2.4
37	Cc1ccccc1-c1nc(Cc2ccccc2)no1	-3.8	-4.4	5.9	-0.8	-0.1	-0.2	7.0	2.5	-2.0	-0.6
38	COc1ccc(C(=O)c2ccccc2CN2C(=O)c3ccccc3C2=O)cc1	-4.6	-0.1	-2.5	-0.9	0.1	-1.9	7.4	4.1	-10.6	-1.7
39	Cc1ccc2nc(SCC(=O)Nc3ccc4[nH]c(=O)[nH]c4c3)[nH]c2c1	-1.9	6.9	-1.3	2.3	3.8	-5.9	-4.8	11.2	1.7	-4.3
40	O=C(CSc1nnc(-c2ccccn2)n1Cc1ccco1)c1ccc(Cl)cc1	2.5	8.2	1.1	1.8	8.5	0.6	-6.7	-7.5	-16.3	4.7
41	CCN1C(=O)/C(=C2\SC(=S)N(CCCOC)C2=O)c2ccccc21	0.4	-1.2	-3.9	5.6	-0.4	6.0	-1.6	-1.1	0.2	-7.6
42	Nc1nonc1NN=C1CCCCC1	-7.5	0.0	-1.1	2.7	0.5	-3.1	6.5	-2.0	6.0	2.2
43	Cc1ccc(OC(C)C(=O)Nc2cc(C)on2)cc1 (stereo not given)	2.3	-2.0	-0.3	-3.9	0.5	-0.7	-1.9	-4.4	3.8	5.0
44	Cc1c(C(=O)NCc2ccc([N+](=O)[O-])cc2)sc(=O)n1Cc1ccc(-c2ccccc2)cc1	0.0	6.0	8.7	-1.3	7.5	0.3	3.5	5.5	.	1.6
45	Cc1ccc(O)c(CNc2nc3ccccc3n2C(C)C)c1	-8.8	-4.3	3.8	-1.5	-1.4	4.6	6.8	-3.9	-5.0	2.5
46	COc1ccc(/C(C)=N/NC(=O)c2ccc(CSc3nncn3C)cc2)cc1	1.7	-3.1	2.4	8.0	-2.3	-1.1	0.6	3.0	0.5	14.3
47	O=C(CCCNS(=O)(=O)c1cccc2nsnc12)N1CCCCC1	0.8	-0.3	-9.2	-4.4	1.3	1.4	7.1	5.3	-2.9	0.9
48	CCN1C[C@@H]2[C@@H]3C(=O)N(C)C(=O)[C@@H]3[C@](Cc3ccccc3)(C1=O)N2C(=O)c1ccc(Cl)cc1	-8.8	-6.9	-3.4	-4.7	-1.4	-1.9	3.7	7.5	0.6	6.0
49	CCCCn1nc(NC(=O)CC(C)C)c2cc3cc(OC)ccc3nc21	5.5	0.1	7.6	-8.1	2.9	-5.3	-2.5	7.6	-7.4	3.4
50	COc1cccc(-c2cnc3c(NC(C)=O)cc(-c4cccc(C(=O)N(C)C)c4)cn23)c1	4.4	3.4	4.5	-3.9	-1.1	-3.0	-7.1	7.8	.	4.0
51	CON/C=C(\C=Nc1ccccc1)c1ncc(C(F)(F)F)cc1Cl	-1.2	13.1	2.4	1.0	0.6	-5.6	7.1	3.6	-4.6	-3.4
52	CCN(C(=O)COC(=O)Cn1cnc2c1c(=O)n(C)c(=O)n2C)C1CCS(=O)(=O)C1 (stereo not given)	4.7	0.6	-3.8	-3.5	1.2	1.3	1.7	3.9	-1.0	0.7
53	CCOC(=O)C(=O)Nc1ccccc1C(=O)Nc1ccc(OC)cc1	-2.4	-1.8	-7.0	5.1	1.9	2.6	-7.4	-1.0	6.2	-1.8
54	O=C1CCCN1CCCN1C(=O)N[C@@H](Cc2ccccc2)C1=O	-2.2	-0.2	0.9	4.2	-3.2	-0.3	8.8	-0.3	11.6	2.3
55	Cc1ccc(Nc2nc(N)c3ccccc3n2)cc1C	-3.3	8.9	8.7	11.8	-1.4	-1.1	-6.8	-0.1	3.2	-6.5
56	COc1ccc(OC)c(NC(=O)COC(=O)CC2CCCCC2)c1	-1.5	-0.6	3.2	-8.8	-5.3	5.3	-19.9	-6.0	-5.0	-0.1
